CXCR6 block: CXCR6 (human) receptor inhibition | 360,000 compounds, 0.36% hits | AID 602244 | inhibition, % at 20 µM | O00574 | CHO-K1 PathHunter CXCR6 beta-arrestin, luminescence; in the data active means inhibition above about 34%, passing the limit was not always enough;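 further: antagonist mode with CXCL16 agonist at 10 nM final; 0% = 10 nM CXCL16 with DMSO and 100% = unstimulated wells without agonist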
Target sequence (O00574 whole entry, looked up): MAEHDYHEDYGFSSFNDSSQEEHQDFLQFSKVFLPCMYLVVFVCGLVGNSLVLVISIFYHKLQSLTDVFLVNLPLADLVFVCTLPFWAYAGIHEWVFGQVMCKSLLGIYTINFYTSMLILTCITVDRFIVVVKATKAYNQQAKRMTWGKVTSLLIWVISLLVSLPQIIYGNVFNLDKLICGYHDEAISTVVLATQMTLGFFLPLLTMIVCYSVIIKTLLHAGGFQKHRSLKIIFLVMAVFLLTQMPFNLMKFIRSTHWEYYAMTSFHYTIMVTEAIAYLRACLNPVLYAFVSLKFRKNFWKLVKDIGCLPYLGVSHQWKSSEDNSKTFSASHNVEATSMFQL
tim10-1 inh: growth inhibitors of tim10-1 mutant yeast; AID 463190; inhibition, % at 20 µM; S. cerevisiae tim10-1 ts strain growth, BacTiter-Glo, 24 h; 330,000 compounds, 2.2% hits;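 active means inhibition of at least 40%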;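 further: mutant grown at 25 °C; 0% = DMSO wells with yeast and 100% = wells holding no yeast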
TIM10 inh: inhibits growth of TIM10 yeast strain; S. cerevisiae TIM10 strain growth, BacTiter-Glo luminescence, 24 h; inhibition, % at 10 µM; 330,000 compounds, 1.4% hits; AID 463195;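 active means inhibition of 40% or more at the single tested concentration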;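 further: wild-type TIM10 isogenic control strain grown at permissive 25 °C; 0% = DMSO yeast wells and 100% = minimal medium wells without yeast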
APJ ag: activates the human apelin receptor APJ; 330,000 compounds, 0.11% hits; CHO-K1 APJ PathHunter beta-arrestin, luminescence; 0% DMSO wells, 100% apelin; P35414; activation, % at 20 µM;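 active means activation more than six SD over the plate average, tested at 20 µM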;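 further: 0% = DMSO alone and 100% = apelin-13 at 10 nM; some results filed as inactive read as strong as hits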
Target sequence (P35414 whole entry, looked up): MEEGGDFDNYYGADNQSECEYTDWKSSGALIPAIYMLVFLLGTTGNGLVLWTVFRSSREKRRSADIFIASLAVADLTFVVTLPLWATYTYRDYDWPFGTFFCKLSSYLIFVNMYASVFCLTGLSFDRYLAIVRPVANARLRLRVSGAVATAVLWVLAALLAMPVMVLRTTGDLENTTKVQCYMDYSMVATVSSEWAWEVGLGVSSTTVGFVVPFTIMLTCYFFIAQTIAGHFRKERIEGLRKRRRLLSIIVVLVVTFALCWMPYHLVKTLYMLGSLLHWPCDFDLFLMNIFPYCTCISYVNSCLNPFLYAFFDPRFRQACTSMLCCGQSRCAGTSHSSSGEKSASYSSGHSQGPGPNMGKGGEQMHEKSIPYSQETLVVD
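Assay system: CHO-K1 APJ beta-arrestin complementation cell line / Compound: single test compound dose, 20 µM final, 1% DMSO / Times: overnight seeding, 90 min compound at 25 °C, 1 h detection / Technique: beta-gal luminescence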
Mdm2-MdmX inh: disrupts the human Mdm2-MdmX interaction; SaOS-2 split-luciferase Mdm2/MdmX complementation, luminescence; inhibition, % at 8 µM; 330,000 compounds, 3% hits; AID 485346;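 active means inhibition of at least 50% at 8 µM in the primary screen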
tim23-1 inh: growth inhibitors of tim23-1 mutant yeast; S. cerevisiae tim23-1 growth, BacTiter-Glo luminescence, 24 h; inhibition, % at 20 µM; 330,000 compounds, 1.3% hits;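 active means growth inhibition of the mutant yeast at or above 50%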;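 further: temperature-sensitive mutant grown at 25 °C; plate controls were DMSO-treated mutant yeast for no effect and medium wells lacking yeast for full effect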
APJ antagonist: antagonists of human APJ apelin receptor | P35414 | CHO-K1 APJ beta-arrestin complementation, luminescence | inhibition, % at 20 µM | 330,000 compounds, 0.32% hits | AID 2521;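 active means inhibition above about 40% at 20 µM, limit read from the data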;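 further: cells challenged with 10 nM apelin-13 agonist together with compound; plate controls were apelin-13 plus DMSO wells for no effect and DMSO wells lacking apelin-13 for full effect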
CHOP UPR activ: activators of apoptotic arm of unfolded protein response (CHOP) | activation, % at 10 µM | 330,000 compounds, 0.34% hits | CHO-CHOP luciferase reporter, UPR activation, luminescence; percent of tunicamycin response over DMSO baseline | AID 449763;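 active means at 10 µM dose, activation of 40% or more, normalized to positive control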;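 further: 100% = tunicamycin at 10 µg/mL and 0% = DMSO alone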
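System: CHO-CHOP luciferase reporter cell line; amount: 500 cells/well; buffer or medium: F12 medium containing 10% fetal bovine serum; incubation: 6 h compound exposure at 37 °C after overnight seeding; measured by: luciferase luminescence after 10 min with Steady-Glo reagent; evaluation: % reporter activation, DMSO baseline versus tunicamycin full activation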
UPR XBP1 act: activators of adaptive arm of unfolded protein response (XBP1). CHO-XBP1 luciferase reporter, IRE1-XBP1 UPR activation, luminescence; percent of tunicamycin response, DMSO as zero. activation, % at 20 µM. 330,000 compounds, 0.33% hits. AID 463104;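 active means versus positive control, 20 µM dose yields 30% or more activation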;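 further: 100% = tunicamycin at 10 µg/mL and 0% = DMSO only wells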
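Signal: luciferase luminescence; Assay system: CHO-XBP1 luciferase reporter cells; Amount: one thousand reporter cells per well; Dosing: 20 µM single concentration, DMSO 1%; Benchmarks: high control tunicamycin 10 µg/mL final, low control DMSO vehicle only; Schedule: 6 h compound exposure at 37 °C, 5% CO2; Evaluation: percent activation relative to tunicamycin reference.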
* marks the source's active call; other numbers are inactive results; x = no result given.

cpd	mol	CXCR6 block	tim10-1 inh	TIM10 inh	APJ ag	Mdm2-MdmX inh
1	COc1cccc(CN(CC(=O)NCc2ccccc2)C(=O)c2csnn2)c1	-3	6	-7	-1	-25
2	Cc1ccn(CC(=O)N2CCCC(Nc3ccc(F)c(F)c3)C2)n1 (stereo not given)	0	7	-2	4	2
3	Cc1ccc(CN=c2c([N+](=O)[O-])nn(-c3ccc(Cl)cc3)n2O)cc1	-12	13	32	-2	16
4	CCOc1cc(/C=C2\C(=O)NN(c3ccccc3)C2=O)cc([N+](=O)[O-])c1O	23	-36	-24	-8	4
5	Cc1ccsc1/C=N/NC(=O)c1nnn(-c2nonc2N)c1-c1ccccc1	-4	6	-11	-1	16
6	CC1CCN(C(=O)CCc2nc3cc(S(=O)(=O)N(C)C)ccc3n2C)CC1	-12	-9	-2	-2	1
7	Cc1cccc(S(=O)(=O)N/N=c2\sc3ccccc3n2C)c1	6	3	-1	0	14
8	COC(=O)c1cc2sc(Cl)cc2n1CC(=O)Nc1ccc(OC)c(OC)c1OC	4	7	2	-5	-9
9	COc1ccc(CCN(C)C2CCCN(S(=O)(=O)c3ccccc3F)C2)cc1OC (stereo not given)	15	-2	4	-3	6
10	Cc1ccccc1NC(=O)c1csc2c1CCCC2	-5	30	13	-5	-17

cpd	tim23-1 inh	APJ antagonist	CHOP UPR activ	UPR XBP1 act
1	1	6	1.1	1
2	-1	-4	-2.0	-3
3	23	-25	4.8	-2
4	-2	23	-1.1	0
5	14	15	-0.1	-6
6	12	-8	-2.3	0
7	-6	-4	1.3	0
8	4	4	-3.3	-1
9	5	10	-0.6	-5
10	20	-5	3.2	3

Part of the list above in a different format:
cpd	structure	CXCR6 block	tim10-1 inh	TIM10 inh	APJ ag	Mdm2-MdmX inh	tim23-1 inh	APJ antagonist	CHOP UPR activ	UPR XBP1 act
5	Cc1ccsc1/C=N/NC(=O)c1nnn(-c2nonc2N)c1-c1ccccc1	-4	6	-11	-1	16	14	15	-0.1	-6
6	CC1CCN(C(=O)CCc2nc3cc(S(=O)(=O)N(C)C)ccc3n2C)CC1	-12	-9	-2	-2	1	12	-8	-2.3	0

Continued.
cpd	mol	CXCR6 block	tim10-1 inh	TIM10 inh	APJ ag	Mdm2-MdmX inh
11	Cc1ccsc1-c1nc(CSCC(=O)NCCN2CCCC2)c(C)o1	3	6	-2	-3	0
12	CC(CCc1ccccc1)N(C)CC(O)c1cccc([N+](=O)[O-])c1 (stereo not given)	9	5	-1	-7	-5
13	COc1cc(OC)c2c(-c3ccccc3)cc(=O)oc2c1C(CCN1CCOCC1)c1ccc(N(C)C)cc1 (stereo not given)	14	15	3	x	11
14	CCOC(=O)c1cc(C(=O)n2cc(Cl)cn2)nn1C	-5	-3	2	-1	2
15	COc1ccc(NC(=O)CCNS(=O)(=O)c2ccc3c(c2)CC(C)N3C(=O)C2CC2)cc1 (stereo not given)	-3	7	0	15	-9
16	CSc1ccccc1C(=O)OCC(=O)N1CCCCCC1	2	-14	-4	-5	-7
17	COc1ccc(CNC(=O)CCC(=O)Nc2nnc(CC(C)C)s2)cc1	-7	-17	-8	-3	25
18	COc1cc(OC)cc(C(=O)N[C@H](C(=O)OCC(=O)Nc2sccc2C#N)C(C)C)c1	3	-9	16	-2	14
19	COc1ccc(-c2sc(NC(C)=O)nc2-c2ccccc2)cc1	0	28	35	-1	20
20	CCOC(=O)C1=C(C)Nc2nc(C)nn2C1c1cc(OC)ccc1OC (stereo not given)	3	5	-6	-1	13

cpd	tim23-1 inh	APJ antagonist	CHOP UPR activ	UPR XBP1 act
11	-2	11	0.8	0
12	-2	14	-0.5	2
13	40	x	3.8	12
14	-9	2	-0.2	0
15	13	6	-0.9	-2
16	12	11	2.9	0
17	9	12	1.0	2
18	9	-6	0.8	1
19	33	-8	2.4	1
20	3	9	-2.3	-1

Other results follow:
cpd	mol	CXCR6 block	tim10-1 inh	TIM10 inh	APJ ag	Mdm2-MdmX inh
21	Cc1ccc(C(=O)NCCOc2cccc3cccnc23)cc1Cl	4	24	13	-4	12
22	COc1ccc(COC(=O)Nc2cc3c(C(F)(F)F)nn(C)c3s2)cc1	-24	44*	14	2	-23
23	CCc1cc2c(N[C@@H](C)C(=O)O)ncnc2s1	-5	-9	1	-3	8
24	COCCN(C(=O)CSc1nc(N)cc(=O)[nH]1)c1c(N)n(Cc2ccccc2)c(=O)[nH]c1=O	-6	1	-5	-1	-2
25	Cc1ccccc1C(=O)NC(=S)N(Cc1ccccc1)c1ccccn1	11	6	6	-4	-2
26	O=C(CCS(=O)(=O)Cc1ccc(Cl)cc1)NCCc1ccccc1	4	-17	-5	-3	13
27	C=CCN(C(=O)CCC(=O)Nc1cc(C)on1)C(C(=O)NC1CCCC1)c1ccc(OC)cc1OC (stereo not given)	3	2	4	-4	28
28	Cc1cccc(C)c1OCC(=O)Nc1ccccc1C(=O)N1CCOCC1	3	-4	5	3	12
29	CC1C(=O)CCC1(C(=O)O)c1ccccc1 (stereo not given)	0	0	-6	-1	3
30	COc1c(N2CCN(C(=S)NCc3ccccc3)C(C)C2)c(F)cc2c(=O)c(C(=O)O)cn(C3CC3)c12 (stereo not given)	7	14	12	-3	4

cpd	tim23-1 inh	APJ antagonist	CHOP UPR activ	UPR XBP1 act
21	10	-1	-3.3	-1
22	12	-6	0.6	-1
23	-3	9	0.9	0
24	6	21	1.0	-2
25	23	11	1.4	-1
26	-5	2	2.2	-1
27	3	-7	0.3	0
28	-6	12	1.6	-5
29	9	-15	1.6	-3
30	-3	15	-2.1	2

Next results
cpd	mol	CXCR6 block	tim10-1 inh	TIM10 inh	APJ ag	Mdm2-MdmX inh
31	CCc1ccc(OCC(=O)NCCN(C)C)c(Br)c1	3	7	-3	-5	-2
32	CC12CC3CC(C)(C1)CC(C(=O)N1CCN(C(=O)C4CCCO4)CC1)(C3)C2 (stereo not given)	5	8	6	-8	14
33	CC(=O)N1Cc2ccccc2CC1C(=O)O (stereo not given)	8	-1	-9	0	-17
34	COCCSc1nnc(NC(=O)c2cc(C(=O)OC)cc([N+](=O)[O-])c2)s1	12	-11	6	-3	-26
35	S=C(NCCc1ccccc1)N1CCN(C23CC4CC(CC(C4)C2)C3)CC1	5	7	-10	-3	23
36	CCCOc1ccc(N2C(=O)CC(SC(=NC)Nc3ccc(F)cc3)C2=O)cc1 (stereo not given)	-5	12	0	3	-15
37	Cn1c2ccccc2c(=O)c2cc(C#CC3=CCCCC3)ccc21	-2	27	31	1	-40
38	Cc1ccc(S(=O)(=O)N(C)CCCC(=O)Nc2cccc3ccccc23)cc1	-3	-9	7	0	8
39	CCCCCCCN1C(N(C)C)=NC[C@@H]1Cc1ccccc1	-4	10	10	6	26
40	CCc1cc(C(=O)N2CCCC(C(=O)c3ccc(C(F)(F)F)cc3)C2)n(C)n1 (stereo not given)	5	21	11	-3	24

cpd	tim23-1 inh	APJ antagonist	CHOP UPR activ	UPR XBP1 act
31	-1	9	-1.5	2
32	25	15	-0.6	7
33	-1	-5	-2.0	-1
34	11	5	0.5	-1
35	-2	-1	1.1	0
36	0	6	-0.8	0
37	39	-4	9.3	1
38	21	0	-1.1	-1
39	12	-20	-1.1	-4
40	21	3	0.7	-3

Record cards (already shown).
Record of CCCCCCCN1C(N(C)C)=NC[C@@H]1Cc1ccccc1 → CXCR6 block = -4; tim10-1 inh = 10; TIM10 inh = 10; APJ ag = 6; Mdm2-MdmX inh = 26; tim23-1 inh = 12; APJ antagonist = -20; CHOP UPR activ = -1.1; UPR XBP1 act = -4
Record of CCc1ccc(OCC(=O)NCCN(C)C)c(Br)c1 → CXCR6 block = 3; tim10-1 inh = 7; TIM10 inh = -3; APJ ag = -5; Mdm2-MdmX inh = -2; tim23-1 inh = -1; APJ antagonist = 9; CHOP UPR activ = -1.5; UPR XBP1 act = 2

(list continues)
cpd	mol	CXCR6 block	tim10-1 inh	TIM10 inh	APJ ag	Mdm2-MdmX inh
41	COc1ccc([C@H]2C=C(C(=O)O)O[C@@H](OCCCCO)C2)cc1	-2	-10	-12	6	-4
42	Cc1ccc(-n2ccc(=O)c(C(=O)O)n2)cc1	-6	1	2	4	22
43	O=C(O)C1CC1(c1ccccc1)c1ccccc1 (stereo not given)	-1	-8	9	5	9
44	CCCCc1[nH]nc2c1C1(C(=O)N(CC)c3ccccc31)C(C#N)=C(N)O2 (stereo not given)	0	9	-8	-3	12
45	CCNCc1cc(Cl)cc(OC)c1OC(C)C	5	10	-12	-1	12
46	Nn1c(SCC(=O)Nc2nccs2)nnc1-c1ccccn1	3	-22	-3	-4	7
47	COc1ccc(-n2nc(C(=O)NCC(=O)N3CCN(Cc4ccccc4)CC3)c3ccccc3c2=O)c(OC)c1	-5	9	-2	1	-1
48	O=C(NCCCN1CCOCC1)C1CC(=O)N(c2ccccc2)C1 (stereo not given)	2	-19	-14	1	11
49	C/C(=N\N=C\c1ccc(N(C)C)cc1)c1cccc([N+](=O)[O-])c1	-6	14	-12	1	-59
50	O=C(CCCSc1nc2ccccc2[nH]1)Nc1nnc(-c2ccccc2)o1	1	7	-4	-1	-23

cpd	tim23-1 inh	APJ antagonist	CHOP UPR activ	UPR XBP1 act
41	7	-1	1.1	0
42	12	-1	2.2	-1
43	2	-7	2.5	-3
44	16	-12	0.1	-5
45	10	3	0.4	-3
46	-4	-52	2.7	0
47	14	8	0.2	-3
48	1	7	0.5	-1
49	12	-2	4.2	0
50	13	25	0.6	3

From PubChem BioAssay

A portion of the library; rates above refer to the full screens.
